uPA generation: blocks generation of uPA at the cell surface. cell surface uPA generation assay, qHTS. Potency, µM (top dose mostly 38.3 µM), inactives show at the top dose activity change, negative = inhibition, hits mostly inhibitors. 330,000 compounds, 0.31% hits. AID 540303; active means well fitted inhibition curve with a large enough effect; inconclusive means small, poorly fitted or top-dose-only effect; inactive means no such curve, though single readings can be large or run the other way; tested in mouse RAW 264.7 cells; further: on the % scale 0 is the no-effect control and ±100 the full control effect; nearly all actives have a fitted effect of over 55% in size
VP16 counter: inhibits Gal4-VP16 luciferase reporter, ROR gamma counter-screen | AID 2546 | Potency, µM (highest dose often 53.6 µM), for inactives: at the top dose activity, negative = inhibition, hits mostly inhibitors | Drosophila S2 Gal4-VP16 UAS-luciferase, luminescence, 20 h | 310,000 compounds, 3.5% hits;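 further: Gal4-VP16 expression switched on by copper sulfate through the metallothionein promoter; on the % scale 0 is the no-effect control and ±100 the full control effect; nearly all actives have a fitted effect of over 50% in size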
BRCA1 expr up: activators of BRCA1 expression. MCF7-BRCA1-FFLuc reporter, luminescence, 48 h; response scale: scaled: vehicle 0%, 10 µM genistein 100%. Potency, µM (top dose mostly 46.1 µM), for the others: top-dose activation, actives largely listed as activators. AID 624202. 380,000 compounds, 1.1% hits; further: nearly all actives have a fitted effect of over 80% in size; some results filed as inactive show a strong effect at the top dose
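48 h compound treatment of MCF7-BRCA1-FFLuc cells (phenol-red free MEM, 37 °C), then 15 min with luciferase substrate and luminescence imaging.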
CXXC DNA block: inhibitors of human MLL CXXC domain-DNA interaction; Potency, µM (titrated, usually from 115 µM), for inactives: top-dose activity change, negative = inhibition, actives largely listed as inhibitors; Q03164; AID 2662; 290,000 compounds, 0.037% hits; MLL-CXXC / FITC-HOXA9 DNA fluorescence polarization; active means well fitted inhibition curve with a large enough effect in the polarisation, with a control signal flat, not every such curve was filed as active; inconclusive means small, poorly fitted or top-dose-only effect, or effect the other way, or a change in a side signal; inactive means no such curve, though single readings can be large or run the other way; the % refers to the polarisation
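Steps: dispense CXXC domain solution (7 uM) → pin compounds or unlabeled HOX-A9 DNA control → 5 min ambient → add FLSN-HOX-A9 solution (50 nM) → spin → 30 min ambient → fluorescence polarization. Tris pH 7.5/NaCl/DTT/BSA buffer.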
Rab9 promoter act: activators of Rab9 promoter | Huh7 Rab9 promoter-luciferase reporter, luminescence, 24 h | Potency, µM (highest dose often 9.22 µM), without a hit: at the highest dose activation, negative = inhibition, hits mostly activators | 320,000 compounds, 2.8% hits | AID 485297; further: % of control where 0% means no effect; nearly all actives have a fitted effect of over 60% in size
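Huh7 cells stably carrying a Rab9 promoter-luciferase reporter, 1500 cells per well in OP-MEM I with 10% FBS, treated with compound 24 hours at 37C. Luciferase activity read by luminescence after 10 minutes with Amplite reagent.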
MBNL1 CUG block: MBNL1-poly(CUG) RNA binding inhibition | Q9NR56 | TR-FRET MBNL1-His/biotin-(CUG)12 binding, 665/545 ratio | Potency, µM (doses to about 57.5 µM), for the others: at the highest dose activity change, negative = inhibition, actives largely listed as inhibitors | 280,000 compounds, 0.036% hits | AID 2675; active means well fitted inhibition curve with a large enough effect in the signal ratio, with a control signal flat, not every such curve was filed as active; inconclusive means small, poorly fitted or top-dose-only effect, or effect the other way, or a change in a side signal; inactive means no such curve, though single readings can be large or run the other way; the % refers to the signal ratio; further: on the % scale 0 is the no-effect control and ±100 the full control effect
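His-tagged MBNL1 binding to biotinylated (CUG)12 RNA was measured by TR-FRET using terbium anti-His antibody (0.055 ng/ul final) and streptavidin-XL665 (5 nM final). Compounds were titrated 92 nM to 58 uM; 60 min at room temperature.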
p53 reactivator: mutant p53 re-activation in reporter cells; AID 504706; 320,000 compounds, 0.063% hits; Potency, µM (series often up to 92.2 µM), without a hit: top-dose activity change, positive = activation, hits mostly activators; H1299 p53-A138V BP100-luciferase reporter, luminescence, 24 h; further: % of control where 0% means no effect; nearly all actives have a fitted effect of over 45% in size
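p53-null H1299 cells stably carrying temperature-sensitive p53-A138V and a BP100-luciferase reporter were pinned with compounds (4-point, 1:5 series) and held 24 hrs at 37 deg C. Luminescence was read 10 min after detection reagent.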
NPC1 prom act: activates the NPC1 promoter | 320,000 compounds, 2.4% hits | Potency, µM (top dose mostly 9.22 µM), without a hit: top-dose activation, most hits filed as activators | Huh7 NPC1 promoter luciferase reporter, 24 h;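 further: % of control where 0% means no effect; nearly all actives have a fitted effect of over 60% in size; reporter is driven by a mutant NPC1 promoter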
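Quantitative HTS used a cell-based reporter: Huh7 cells stably bearing the NPC1 promoter upstream of luciferase were treated with compounds for 24 h, and promoter activation was read as luminescence.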
ELG1 genotoxic: inducers of genotoxicity in HEK293T ELG1-luciferase cells. 330,000 compounds, 1.3% hits. HEK293T ELG1-luciferase reporter, luminescence, 16 h. Potency, µM (titrated, usually from 46 µM), for the others: at the top dose activity change, positive = activation, hits mostly activators. AID 504466; further: % of control where 0% means no effect; nearly all actives have a fitted effect of over 60% in size
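After overnight (16 hr) compound treatment at 37 °C, ELG1-luciferase HEK293T cells were lysed with ONE-Glo; luminescence quantified 30 min later at room temperature.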
RORg inh: inhibitors of mouse ROR gamma transcriptional activity; Drosophila S2 Gal4-RORgamma UAS-luciferase reporter, 20 h; Potency, µM (highest dose often 53.6 µM), inactives show at the highest dose activity change, negative = inhibition, most hits filed as inhibitors; 310,000 compounds, 5.4% hits; AID 2551; further: on the % scale 0 is the no-effect control and ±100 the full control effect; nearly all actives have a fitted effect of over 60% in size
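ROR gamma transcriptional activity was tracked as Gal4-UAS luciferase output in stably transfected Drosophila Schneider cells, with compound added 1 hr before 700 uM copper sulfate induction and a 20 hr ambient-temperature incubation.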
FLuc modulator: inhibits or activates purified firefly luciferase, miR-21 counter-screen | P08659 | purified FLuc, Km substrates, luminescence inhibition | Potency, µM (doses to about 57.5 µM), for inactives: top-dose activity change, negative = inhibition, hits mostly inhibitors | 360,000 compounds, 6.9% hits;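 further: plate controls were vehicle for no effect and reference inhibitor for full effect; nearly all actives have a fitted effect of over 55% in size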
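Purified P. pyralis luciferase (10nM final) with 10uM D-luciferin and 10uM ATP (Km levels) in 50mM Tris acetate pH 7.5, 10mM Mg acetate, 0.01% Tween-20, 0.05% BSA; qHTS 6-point titration, ~60 µM downward; luminescence read.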
* hit, by the source's call; ? = inconclusive; nt = not tested or not shown; [ ] = another dose, or the depositor's remark. Unless noted, the call rests on the fitted dose curve; in most records, active means well fitted curve in the direction sought with a large enough effect; inconclusive means small, poorly fitted or top-dose-only effect, or another doubt; inactive means no such curve, though single readings can be large; an effect the other way counts as inactive or inconclusive. Potency means the concentration at half of the fitted maximal effect.

SMILES | uPA generation | VP16 counter | BRCA1 expr up | CXXC DNA block | Rab9 promoter act | MBNL1 CUG block | p53 reactivator | NPC1 prom act | ELG1 genotoxic | RORg inh | FLuc modulator
COc1cc2c(cc1NC(=O)CSc1nc3cc(Cl)ccc3s1)oc1ccccc12 | -1% | 0% | -35% | 14% | 2% | 0% | 3% | 1% | 8% | 14% | 0%
O=[N+]([O-])c1ccc(S(=O)(=O)Nc2nnc(C3CCCCC3)s2)cc1 | -2% | 1% | -32% | 8% | 0% | ? | 1% | -2% | -4% | 9% | 1%
COc1ccc(C(=O)CC(Nc2ccc([N+](=O)[O-])cc2)c2ccc(Cl)cc2)cc1 (configuration not stated) | nt | 3%[0.365 µM] | -54% | 13% | -4% | 0% | 3% | 1% | -29% | ? | ?
C/C(=N\OC(=O)c1ccccc1)c1c(C)nc2cc(C)ccn12 | 12% | 1% | -8% | ? | -3% | 4% | 1% | -8% | 0% | -16% | -10%
CCc1cccc2c(=O)c(C(=O)NCCN3CCOCC3)c[nH]c12 | 0% | -8% | 10% | 14% | 3% | -10% | 5% | -2% | 7% | -8% | -6%
O=C(C1CC(=O)N(c2ccc(F)cc2)C1)N1CCCCCC1 (configuration not stated) | -1% | 5% | -7% | 13% | 1% | 4% | 2% | 8% | 2% | -8% | 3%
O=C(C[n+]1cc2ccccc2c2ccccc21)c1ccccc1 | -3% | 16% | -36% | -6% | 13% | ? | 20% | 15% | 18% | 1% | 4%
CC1CCCCN1S(=O)(=O)c1ccc(C(=O)Nc2nnc(C3CC3)o2)cc1 (configuration not stated) | -8% | 0.32µM* | -27% | 0% | -3% | 3% | -6% | -5% | -12% | 0.13µM* | 0%
COc1ccccc1N1CCN(C(=O)/C=C/c2cccs2)CC1 | -2% | -11% | 18% | 2% | -1% | ? | 7% | 2% | 1% | 36% | -14%
Cc1ccc(-c2nnc(N3CCN(CCO)CC3)c3ccccc23)cc1 | 9% | -1% | -22% | 22% | -5% | 10% | -6% | 0% | 2% | -22% | -1%
Cc1ccc2nc(-c3ccccn3)cc(C(=O)Nc3ccc4c(c3)OCO4)c2c1 | 5% | 1% | 5% | -20% | -2% | 1% | 0% | -4% | -5% | 8% | -4%
COc1ccc(-c2[nH]ncc2/C=N/NC(=O)c2cc(Br)ccc2O)c(OC)c1 | -7% | 0.89µM* | -1% | 0% | -5% | nt | -4% | -1% | -1% | 2.2µM* | -10%
S=C(Nc1cc(Cl)ccc1Cl)Nn1cnnc1 | 0% | 0% | -22% | -11% | 0% | -6% | 0% | -1% | -5% | 0% | ?
CCN=c1scc(C)n1/N=C/c1ccsc1 | 3% | 10% | 58% | 0% | 3.2µM* | 2% | ? | 3.2µM* | ? | 32% | 17µM*
Cc1ccc(N(CC(=O)NCc2ccc3c(c2)OCO3)C(=O)CCC(=O)Nc2ccccn2)cc1 | -2% | -6% | -26% | -1% | -3% | -6% | -4% | -42%[inhibitor] | -2% | ? | -1%
c1ccc2sc(NC3=NCN(Cc4ccc5c(c4)OCO5)CN3)nc2c1 | 0% | 0% | -1% | 32%[activator] | -1% | 0% | 7% | 0% | 0% | -3% | 3%
CC(C)(C)n1nc2c(c1NC(=O)COc1ccc3ccccc3c1)CS(=O)(=O)C2 | nt | -6% | -11% | 1% | 1% | -3% | -7% | -1% | -1% | 0% | -8%
COc1cccc(-n2nnc3c(=O)n(CC(=O)NC4CCCC4)cnc32)c1 | nt | 0% | 14% | -20% | 1% | -5% | -5% | -2% | 4% | -5% | 3%
Cc1cccc(OCC(=O)N2CCN(C(=O)Cc3ccccc3)CC2)c1 | -3% | 2% | 7% | -4% | -2% | -7% | 22% | -3% | -2% | 32% | 3%
CC(=O)CCc1ccc(OCC(O)CNCCOc2ccc(C)cc2)cc1 (configuration not stated) | 11% | -4% | -21% | -4% | -2% | -6% | -2% | 3% | -4% | -11% | 0%
O=C(Nc1ncc(Br)s1)C1CCCN1S(=O)(=O)c1cccc2cccnc12 (configuration not stated) | 0% | -12% | -3% | 4% | -8% | 1% | 6% | -3% | 16% | -14% | 1%
COc1ccc(C2C(C#N)=C(N)N(N(C)C)C3=C2C(=O)CC(C)(C)C3)cc1 (configuration not stated) | 3% | 5% | 2% | -13% | 1% | 2% | -1% | 0% | 6% | 27% | 2%
O=C(Nc1ccc(S(=O)(=O)N2CCCCC2)cc1)c1cnccn1 | 5% | -1% | 0% | -9% | 6% | -9% | 0% | -6% | -7% | -1% | 8%
COc1cc(C(=O)NCC(=O)NCCCSc2ccccc2)cc(OC)c1OC | 2% | nt | -7% | nt | -2% | nt | -3% | -3% | -1% | nt | 0%
CCc1ccc(N=c2c([N+](=O)[O-])nn(-c3ccccc3)n2O)cc1 | nt | 9% | -3% | 2% | ? | ? | 40µM* | ? | 14% | 13% | -1%
COc1ccc(C(c2sc3nc(C)nn3c2O)N2CCN(Cc3ccccc3)CC2)cc1OC (configuration not stated) | 6% | 11% | -7% | -10% | -6% | 4% | -8% | 0% | 0% | -2% | -1%
COc1ccc(CCC(=O)N2CCc3ccccc32)cc1 | -6% | 4% | ? | -5% | ? | -4% | 16% | ? | ? | 4% | 9.5µM*
O=c1sc(Nc2ccccc2)nc2ccsc12 | -3% | 21% | 11% | 5% | ? | 8% | 19% | 7% | 18µM* | ? | 12µM*
CN=C1CC(C)(C)CC(=O)/C1=C(/O)CCC(=O)NC | 1% | -4% | 2% | -4% | -2% | 13% | -5% | -6% | 1% | -6% | 7%
O=C(NC1CCCCCC1)c1cc2n(n1)C(C(F)(F)F)CC(c1ccco1)N2 (configuration not stated) | 7% | 0% | 5% | -1% | -6% | -4% | 0% | -3% | -1% | -58% | -1%
CCCn1c(SCC(=O)Nc2ccccc2OC)nnc1-c1ccco1 | -2% | 1% | -29% | 41%[activator] | -19% | -6% | -1% | -25% | 1% | 0% | -2%
N#C/C(C(=O)N1CCOCC1)=C1/SC(Cc2ccc(F)cc2)C(=O)N1c1ccccc1 (configuration not stated) | 2% | 1% | 2% | -5% | 1% | -13% | -10% | -2% | 2% | 19% | 2%
Cc1ccccc1OCCCn1c(=O)sc2ccccc21 | 1% | 10µM* | ? | 0% | ? | -9% | 12% | ? | 17% | 2.8µM* | 9.5µM*
COc1cc(/C=C2/C(=O)NN(c3cccc(Cl)c3)C2=O)cc(Br)c1O | -3% | ? | 4% | -15% | -2% | -2% | 4% | -9% | -1% | ? | 30µM*
Cc1cc(NC(=O)CSc2nc(C(C)(C)C)nc3ccccc23)no1 | ? | 2% | -30% | -1% | -36%[inhibitor] | 2% | -3% | -32%[inhibitor] | 2% | -7% | 0%
CC(C)(C)CC(=O)Nc1nnc(SCC(=O)N2CCCCC2)s1 | 0% | 7% | 27% | -2% | 0% | 0% | 6% | -3% | -5% | 9% | -1%
OCCSc1nc(-c2cccnc2)nc2ccccc12 | 2% | 0% | 0% | -27% | 8% | 33%[activator] | -3% | 4% | -12% | -33% | 1%
C=C[C@@H]1c2cc(C)ccc2N(S(=O)(=O)c2ccc(C)cc2)[C@H](c2ccc(OC(C)=O)cc2)C1(C#N)C#N | ? | nt | -91% | nt | -6% | nt | nt | -22% | 0% | nt | 3%
COc1ccc(S(=O)(=O)NCc2ccc(C(=O)O)cc2)cc1 | nt | -13% | 4% | -6% | -1% | -10% | -4% | -3% | 0% | -16% | 0%
CCOc1ccc(OCC(=O)OCC(=O)NCC2CCCO2)cc1 (configuration not stated) | 4% | nt | -13% | nt | -4% | nt | -6% | -2% | 4% | nt | -13%
COc1cccc(N(C(=O)c2snc(C(N)=O)c2N)C(C(=O)NCC2CCCO2)c2ccc(F)cc2)c1 (configuration not stated) | -4% | ? | -19% | 5% | -4% | -4% | -5% | -1% | -3% | 1% | 3%
Cc1ccc(-n2c(=O)cc(N3CC(C)CC(C)C3)[nH]c2=O)cc1 (configuration not stated) | nt | -5% | 1% | -23% | 12% | -2% | -4% | -2% | 0% | 6% | -1%

Not all compounds are listed, so the mix of outcomes need not match the whole.
